# High-throughput results as filed in PubChem BioAssay.
# KCNQ1 block – inhibitors of human KCNQ1 potassium channel. P51787. CHO-K1 KCNQ1, FluxOR thallium flux fluorescence; active compounds read high. B-score at 10 µM. 1.3% of 310,000 active. AID 2642;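 active means compounds whose thallium flux B-score, printed positive for inhibition, exceeds three library SD while starting fluorescence stays within three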;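 further: channel opened by potassium depolarization with thallium stimulus after 20 min compound exposure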
# KCNK3 inh – human KCNK3 channel inhibition, primary screen; O14649; CHO-KCNK3 thallium flux, FluxOR fluorescence; active compounds read low; B-score at 10 µM; 0.84% of 340,000 active;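 active means B-score under library mean minus 4 SD, starting fluorescence ratio at most library mean plus 5 SD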;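 further: more negative B-score means stronger inhibition of thallium flux through KCNK3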
# GSK3beta inhib – human GSK3beta kinase inhibition; GST-GSK3beta kinase, ADP-Glo luminescence, 60 min; active compounds read low; activity score (negative = inhibition), % at 10 µM; 0.038% of 300,000 active; AID 2097;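 active means more than half of replicate wells score below -50%, meaning over 50% inhibition versus plate controls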;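 further: 0% = median DMSO wells and -100% = median GW8510 positive control wells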
# Target sequence (P49841 whole entry, looked up): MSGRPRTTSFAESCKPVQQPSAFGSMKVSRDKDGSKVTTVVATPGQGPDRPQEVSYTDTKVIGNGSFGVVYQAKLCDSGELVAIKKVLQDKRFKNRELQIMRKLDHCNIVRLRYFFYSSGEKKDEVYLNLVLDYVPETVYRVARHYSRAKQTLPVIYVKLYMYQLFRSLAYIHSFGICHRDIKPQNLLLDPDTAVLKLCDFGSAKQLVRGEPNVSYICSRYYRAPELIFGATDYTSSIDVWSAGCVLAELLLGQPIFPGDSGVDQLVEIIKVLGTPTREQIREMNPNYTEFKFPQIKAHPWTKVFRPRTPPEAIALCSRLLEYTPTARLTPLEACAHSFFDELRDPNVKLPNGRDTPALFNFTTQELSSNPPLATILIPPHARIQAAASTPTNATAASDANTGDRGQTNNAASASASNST
#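 test system = GST-tagged human GSK3beta kinase, cell-free | reagent = 25 µM ATP with peptide substrate | dosing = one dose of 10 µM per compound | schedule = 60 min reaction, RT | detection = luminescent ADP-Glo measurement of ADP formed | control set = DMSO neutral wells and GW8510 at 20 µM as positive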
# KCNQ1 act – potentiates or activates the human KCNQ1 potassium channel; P51787; 0.35% of 310,000 active; CHO-K1 KCNQ1, thallium flux FluxOR fluorescence; active compounds read high; B-score at 10 µM;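 active means fluorescence ratio B-score, a plate-corrected score, at least three library SD, with initial intensity B-score within 5 SD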
#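 assay system = CHO-K1 cells stably expressing KCNQ1 | medium = assay buffer, equal DMSO in all wells | timing = 37 °C overnight plating, 90-min dark dye load, 20-min compound pretreatment | measured by = kinetic FluxOR thallium fluorescence, 10-s 1-Hz baseline, 110-s post-stimulus read | measure = fluorescence change relative to baseline, converted to B score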
# Dyrk1A ADPGlo – blocks rat Dyrk1A kinase activity. Q63470. ADP-Glo luminescence, NFATc1 peptide. inhibition, % at 12.5 µM. 0.43% of 310,000 active. AID 504441; in the data active means inhibition above about 50%;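 further: plate controls were vehicle with enzyme for no effect and no enzyme for full effect; many of its hits are not listed in these tables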
# KCNK9 inh – inhibitors of human KCNK9 two-pore domain potassium channel. HEK293 KCNK9, FluxOR thallium flux fluorescence; active compounds read low. B-score at 10 µM. 1.2% of 310,000 active. AID 488922;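 active means ratio B-score over 3 SD below the library mean, with starting fluorescence within 5 SD of its mean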;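 further: negative B-score means less thallium flux so channel inhibition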
# Target sequence (Q9NPC2 whole entry, looked up, the tested form may be a part): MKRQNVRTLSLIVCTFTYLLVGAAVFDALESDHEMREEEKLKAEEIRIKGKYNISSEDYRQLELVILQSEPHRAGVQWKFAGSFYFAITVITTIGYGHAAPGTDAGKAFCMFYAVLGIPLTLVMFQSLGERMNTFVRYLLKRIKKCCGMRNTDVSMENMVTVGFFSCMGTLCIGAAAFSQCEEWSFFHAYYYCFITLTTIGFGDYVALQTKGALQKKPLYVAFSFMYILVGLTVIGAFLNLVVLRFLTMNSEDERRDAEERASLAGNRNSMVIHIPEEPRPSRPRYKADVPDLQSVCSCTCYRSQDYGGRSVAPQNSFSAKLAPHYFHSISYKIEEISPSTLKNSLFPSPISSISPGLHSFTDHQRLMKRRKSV
# hERG rescue – shields human hERG channel from block by proarrhythmic agents | Q12809 | CHO-hERG, FluxOR thallium flux, dofetilide IC70 present | activation (rescue from dofetilide block), less the hit threshold, % at 10 µM | 0.51% of 310,000 active | AID 1511;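 active means activation above the mean of controls blocked by dofetilide plus 5 SD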;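 further: thallium influx through hERG after potassium depolarization seen as dye fluorescence rise; in these data hits start at about 4.7%; inactives centre near -7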
# RGS4 pot – potentiators or activators of RGS4; B-score at 10 µM; 0.92% of 310,000 active; HEK293 M3R/inducible RGS4, carbachol calcium flux Fluo4; active compounds read low;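 active means B-score of the integrated calcium signal more than 4 SD below the library mean, with starting fluorescence not abnormally high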;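 further: negative B-score means reduced calcium response which marks RGS4 activation or potentiation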
#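 Also added: carbachol at ECmax as muscarinic agonist stimulus; Assay system: HEK293 cells with stable M3R and inducible RGS4; Timing: overnight RGS4 induction, 30 min dye load 37 °C, 20 min compound RT; Measured by: Fluo4-AM (2 µM) calcium-flux fluorescence, kinetic read.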
# HDAC3 inh – blocks human histone deacetylase 3 | inhibition, % at 8.3 µM | O15379 | recombinant HDAC3, fluorogenic peptide/trypsin coupled, fluorescence | 0.15% of 320,000 active; in the data active means inhibition above about 26%, passing the limit was not always enough
# GSK3 alpha inh – inhibitors of human GSK-3 alpha kinase | P49840 | ADP-Glo luminescence, 60 min | inhibition, % at 10 µM | 0.1% of 320,000 active | AID 2650;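 in the data active means inhibition above about 50%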;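 further: GST-tagged GSK-3 alpha with peptide substrate and 25 µM ATP; 0% = DMSO neutral wells and 100% = GW8510 positive control wells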
# PolyA inh – blocks polyadenylation in yeast reporter cells; S. cerevisiae SKY197-pL101 polyadenylation reporter, beta-gal luminescence; efflux-impaired pdr1/pdr3 knockout yeast; score 100 = 6 SD above DMSO; calls only at 12 µM; 0.02% of 300,000 active; AID 1875;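 active means lowest replicate activity score at least 50, where 100 means six control SD above control mean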;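 further: yeast exposed to compound for 9 h at 30 °C; higher score means more reporter readthrough which indicates perturbed polyadenylation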
# * hit, by the source's call; i = inactive; / = no result given. These rows are one share of the data. The share of hits here may be higher or lower than overall.
Molecule | KCNQ1 act | RGS4 pot | GSK3beta inhib | Dyrk1A ADPGlo | KCNQ1 block | HDAC3 inh | KCNK9 inh | hERG rescue | KCNK3 inh | GSK3 alpha inh | PolyA inh
Cc1ccc(-c2noc(CCC(=O)Nc3cccc(C#N)c3)n2)cc1 | i | i | 4 | 5 | i | 1 | i | -11 | i | -2 | i
O=C(c1ccc(Cl)cc1)N1CCOc2ccccc21 | i | i | -2 | 5 | i | 8 | i | -6 | i | 4 | i
CS(=O)(=O)N(Cc1ccccc1Cl)c1ccc(C(=O)N2CCCC2)cc1 | i | i | 0 | 16 | i | -2 | i | -5 | i | 2 | i
CN1c2ccccc2Oc2nnc(N3CCN(Cc4ccccc4)CC3)cc21 | i | i | -1 | 0 | i | -17 | i | -18 | i | -2 | i
OCCN(CCO)c1ccc(C(c2ccccc2Cl)c2ccc(N(CCO)CCO)cc2Cl)c(Cl)c1 | 11* | i | 1 | -12 | i | / | i | -10 | i | / | i
C=CCn1c(O)c(N=Nc2ccccc2C)c2ccccc21 | i | i | 3 | / | i | 4 | i | -3 | / | -3 | i
Cc1ccc(S(=O)(=O)CC(=O)Nc2ccc3nc(C)sc3c2)cc1 | i | i | -2 | / | i | -1 | i | -9 | i | 2 | i
Nc1cccc2c1C(=O)N(C(=O)/C=C/c1ccc(F)cc1)C2=O | i | i | 1 | -1 | i | -5 | i | -13 | i | 1 | i
COc1ccc(NC2c3ncccc3C(=O)N2Cc2ccccc2)c(OC)c1 (centres undefined) | i | i | -8 | 3 | i | 7 | i | -9 | i | -4 | i
O=C(Nc1csc(Cc2c(Cl)cccc2Cl)n1)NN1CCOCC1 | i | i | -1 | -2 | i | -1 | i | -5 | i | -1 | i
CCOc1ccccc1C(=O)N(C)Cc1cc2ccccc2[nH]c1=O | i | i | 0 | -3 | i | -3 | i | -4 | i | -1 | i
CC(C)(C)c1cc(C(F)(F)F)n2ncc(-c3ccccc3)c2n1 | i | i | -2 | 6 | i | -3 | i | -7 | i | -1 | i
O=C(NCc1cccc(Cl)c1)c1ccc(-c2csnn2)cc1 | i | i | -3 | -1 | i | -11 | i | -8 | i | -1 | i
COC(=O)CN1C(=O)C(O)=C(C(C)=O)C1c1ccc([N+](=O)[O-])cc1 (centres undefined) | i | i | 3 | 1 | i | 3 | i | -12 | i | -1 | i
Cc1nn(C)c(Oc2ccccc2)c1CCNC(=O)CC(C)C | i | i | 1 | -8 | i | -7 | i | -2 | i | 0 | i
O=C(c1cc2ccccc2oc1=O)N(Cc1cccs1)CC1CCCO1 (centres undefined) | i | i | 2 | 1 | i | 1 | i | -8 | i | 0 | i
O=C(COC(=O)[C@H](Cc1c[nH]c2ccccc12)NC(=O)c1ccc(Cl)cc1)Nc1ccc2c(c1)OCO2 | i | i | 2 | 1 | i | 9 | i | -8 | i | -1 | i
Oc1ccc(C=Nc2ccc3ncccc3c2)c(O)c1 | i | i | 0 | / | i | -13 | i | -6 | / | 0 | i
CC(C)NC(=O)NC(=O)COC(=O)c1cccc(S(=O)(=O)N2CCCCC2)c1 | i | i | 2 | 0 | i | 1 | i | -6 | i | -4 | i
CC(=O)NCCOc1ccc2oc3ccccc3c2c1 | i | i | -2 | 8 | i | 1 | i | -2 | i | 1 | i
Cc1ccc2cc(CN(Cc3ccco3)C(=S)NCC3CCCO3)c(=O)[nH]c2c1 (centres undefined) | i | i | 3 | 3 | i | -1 | i | -13 | i | -2 | i
O=S(=O)(Nc1nc2ccccc2nc1Cl)c1ccc(F)cc1 | i | i | -8 | -5 | i | -2 | i | -14 | i | -6 | i
O=C(NCCCN1CCN(c2ccc(F)cc2)CC1)NC12CC3CC(CC(C3)C1)C2 | i | i | -4 | / | i | -2 | i | -16 | i | -2 | i
N#CCC(=O)Nc1ccc(C(=O)OCC(=O)N=c2sccn2Cc2ccccc2Cl)cc1 | i | i | -3 | 17 | i | 0 | i | -16 | -11* | 2 | i
CN=C(Nc1cc(C)nn1CCC#N)c1ccccc1 | i | i | 1 | -2 | i | -2 | i | -3 | i | -1 | i
COc1ccc(NC(=O)C2CCN(c3nnnn3-c3ccccc3)CC2)cc1 | i | i | -3 | -8 | i | -1 | i | -8 | i | 0 | i
Cc1ccc(OCC(=O)Nc2ccc(N3CCOCC3)cc2)cc1 | i | i | 0 | 6 | i | 0 | i | -3 | i | 0 | i
CCOc1ccc(CN2CCNC(=O)C2CC(=O)NCCN2CCOC2=O)cc1 (centres undefined) | i | i | 1 | 2 | i | 0 | i | -5 | i | 0 | /
COc1cccc(CC(=O)OCC(=O)N(C)CC(=O)Nc2ccc(Cl)c(C(F)(F)F)c2)c1 | i | i | -2 | 7 | i | 1 | i | -17 | i | 10 | i
COc1ccc(OC)c(N(C)S(=O)(=O)c2cc3c(cc2C)NC(=O)CO3)c1 | i | i | 2 | 7 | i | -3 | i | -10 | i | 4 | i
COc1cccc(OCC(O)CN2CCN(c3ccccn3)CC2)c1 (centres undefined) | i | i | 2 | -7 | i | -5 | i | -2 | i | -12 | i
Cc1ccccc1SCC(=O)NNC(=O)c1ccccc1O | i | i | 1 | -7 | i | -9 | i | -19 | i | -1 | i
O=C(Nc1ccc(S(=O)(=O)Nc2nccs2)cc1)c1ccc(F)cc1 | i | i | 3 | -8 | i | -1 | i | -4 | i | -2 | i
CSc1nsc(NC(=O)CCNC(=O)c2ccc([N+](=O)[O-])cc2)n1 | i | i | / | -1 | i | 1 | i | -11 | i | -4 | i
COc1cccc(/C=c2\s/c(=C\C(=O)C(C)(C)C)[nH]c2=O)c1 | i | i | -2 | / | i | 5 | i | -8 | i | 2 | i
O=C(/C=C/c1ccccc1)N1CCN(Cc2nc3ccccc3c(=O)[nH]2)CC1 | i | i | 0 | -3 | i | 4 | i | -9 | i | 1 | i
Cc1ccc(-c2csc(SCC(=O)Nc3cc(C)on3)n2)cc1 | i | i | 3 | -5 | i | 8 | i | -6 | i | -3 | i
CCS(=O)(=O)c1ccc(-c2cccc(NC(=O)COc3ccc(Cl)cc3)c2)nn1 | i | i | 0 | 2 | i | -6 | i | -8 | i | -2 | i
O=S(=O)(Nc1ccc2ccccc2n1)c1ccccc1 | i | i | 0 | -2 | i | 5 | i | -1 | i | -2 | i
Cc1cc(=O)oc2c3c(cc(OCC(=O)NCCC(=O)O)c12)OC(C)(C)CC3 | i | i | -2 | 11 | i | -172 | i | -6 | i | 5 | i
Cc1ccc(S(=O)(=O)NN2C(=O)/C(=C\c3ccc(Cl)cc3)SC2=S)cc1 | i | i | 1 | -2 | i | -1 | i | -2 | i | 0 | i
CCCCN(C)C(=O)c1ccc2c(c1)S(=O)(=O)c1ccccc1C2=O | i | i | -3 | -11 | i | 3 | i | -5 | i | 2 | i
CCOc1ccc(CCNC(=O)c2cccc(N3CCCC3=O)c2)cc1OCC | i | i | 0 | 3 | i | 0 | i | -15 | i | -2 | i
O=C1CCCN1c1ccc(S(=O)(=O)N2CCC(c3ccccc3)CC2)cc1 | i | i | -1 | -1 | i | -1 | i | -9 | i | -2 | i
Cc1ccc(-n2nnnc2SCC(=O)N2Cc3ccccc3CC2C(=O)O)cc1 (centres undefined) | i | i | 7 | 4 | i | / | i | -6 | i | -5 | i
COc1ccc([N+](=O)[O-])cc1NC1CCN(C(=O)c2cccs2)CC1 | i | i | 4 | 2 | i | 5 | i | -9 | i | 1 | i
COc1ccccc1NS(=O)(=O)c1ccc(O)c(NC(=S)NCC2CCCO2)c1 (centres undefined) | i | i | 0 | -4 | i | / | i | -7 | i | 1 | i
CCN(CC)CCCNC(=O)/C=C/C(=O)O | i | i | 1 | -7 | i | 3 | i | -5 | i | 1 | i
O=S(=O)(NCCn1ccc2ccccc21)c1ccccc1 | i | i | 1 | 2 | i | 1 | i | -7 | i | -2 | /
COc1ccccc1-c1c(C)nn2c(NCCN3CCCC3)cc(C)nc12 | i | i | -6 | 9 | i | 1 | i | -5 | i | 2 | i

# Remaining list, next part
Molecule | KCNQ1 act | RGS4 pot | GSK3beta inhib | Dyrk1A ADPGlo | KCNQ1 block | HDAC3 inh | KCNK9 inh | hERG rescue | KCNK3 inh | GSK3 alpha inh | PolyA inh
N#Cc1ccc(-c2ccccc2)nc1SCCN1CCOCC1 | i | i | 1 | 9 | i | 2 | i | -4 | i | 3 | i
COCC(=O)Oc1c(S(=O)(=O)c2ccccc2)c(C)nn1C(C)(C)C | i | i | -6 | 6 | i | 1 | i | -9 | i | -3 | i
CC(C)(C)c1nc(SCC(=O)NCc2ccco2)c2ccccc2n1 | i | i | 1 | 4 | i | 1 | i | -5 | i | 0 | i
O=C(OCc1ccccc1)/C(=C/c1cccc2ccccc12)NC(=O)c1ccccc1 | i | i | 1 | -1 | i | 4 | i | -8 | i | -4 | i
O=C(Cc1cccc2ccccc12)NCC(=O)Nc1ccccc1F | i | i | -2 | -5 | i | 2 | i | -1 | i | 0 | i
COc1ccc(NC(=S)N2CCC(N(C)CC3CCCO3)CC2)cc1 (centres undefined) | i | i | 4 | -3 | i | -3 | i | -8 | i | -5 | i
Cc1ccccc1NC(=S)NNC(=O)c1ccncc1 | i | i | -6 | -4 | i | -3 | i | -21 | i | -1 | i
COc1ccc(F)cc1C(=O)C1CCCN(Cc2ccc(Oc3ncccn3)cc2)C1 (centres undefined) | i | i | 3 | -3 | i | 0 | i | -3 | i | -2 | i
NC(=S)N/N=C/c1c[nH]c2ccc(OCc3ccccc3)cc12 | i | -7.1* | -2 | 11 | i | 5 | i | -6 | i | 5 | i
COC(=O)C1CCN(C(=O)Cn2nnc(-c3cccc(F)c3)n2)CC1 | i | i | -1 | 5 | i | -4 | i | -4 | i | -2 | i
Cc1cc(NS(=O)(=O)c2ccc(NC(=O)C(C)Oc3cc(C)c(Cl)c(C)c3)cc2)no1 (centres undefined) | i | i | 13 | -7 | i | 3 | i | -14 | i | -4 | i
Cc1ccc(-n2c(CCC(=O)O)ccc2-c2cccs2)cc1C | i | i | 0 | 0 | i | -1 | i | -6 | i | -5 | i
COc1cc(C(=O)N/C(=C\c2cn(S(=O)(=O)N(C)C)c3ccccc23)C(=O)N2CCCC2)cc(OC)c1OC | i | i | 1 | -1 | i | -12 | i | -7 | i | -2 | i
CC(C)N1C(=O)CCC1C(=O)NCCc1ccc(Cl)cc1 (centres undefined) | i | i | 2 | 2 | i | 1 | i | -1 | i | -2 | i

# Looked up above:
# Result of `NC(=S)N/N=C/c1c[nH]c2ccc(OCc3ccccc3)cc12` under GSK3 alpha inh: 5
# Result of `COc1ccc(F)cc1C(=O)C1CCCN(Cc2ccc(Oc3ncccn3)cc2)C1` (centres undefined) under GSK3 alpha inh: -2
